# FXIIa mix inh – factor XIIa (human) inhibition, mixture screen | inhibition, % at 5 µM | purified FXIIa, fluorogenic substrate, pooled mixtures | 62,000 compounds, 0.2% hits;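 further: 0% = enzyme without compound and 100% = no enzyme blank; some results filed as inactive read as strong as hits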
# Target sequence (P00748 20-372 limits assumed): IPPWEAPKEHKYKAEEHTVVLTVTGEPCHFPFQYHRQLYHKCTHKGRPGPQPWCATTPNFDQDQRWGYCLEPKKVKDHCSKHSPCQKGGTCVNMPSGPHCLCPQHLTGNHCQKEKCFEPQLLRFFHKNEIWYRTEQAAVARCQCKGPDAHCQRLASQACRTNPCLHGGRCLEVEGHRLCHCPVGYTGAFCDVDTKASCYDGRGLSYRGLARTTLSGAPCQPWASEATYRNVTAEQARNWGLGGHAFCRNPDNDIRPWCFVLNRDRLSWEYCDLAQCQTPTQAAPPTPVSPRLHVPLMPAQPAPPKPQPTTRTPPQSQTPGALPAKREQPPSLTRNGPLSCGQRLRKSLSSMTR
# Target sequence (P00748 373-615 limits assumed): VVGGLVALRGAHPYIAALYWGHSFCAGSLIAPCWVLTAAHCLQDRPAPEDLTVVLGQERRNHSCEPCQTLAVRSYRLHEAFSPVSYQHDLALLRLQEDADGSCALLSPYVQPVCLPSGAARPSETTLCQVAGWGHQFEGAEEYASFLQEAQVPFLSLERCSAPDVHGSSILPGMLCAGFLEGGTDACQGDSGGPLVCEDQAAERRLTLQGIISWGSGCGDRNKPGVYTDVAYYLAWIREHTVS
# FXIa mix inh – blocks human factor XIa in pooled compound mixtures | P03951 | inhibition, % at 5 µM | purified FXIa, fluorogenic substrate | 62,000 compounds, 0.19% hits;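 further: each value is inhibition by a whole ten-compound pool holding the compound; 0% = enzyme with no mixture and 100% = wells lacking enzyme; strong numbers were not always called active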
# MMP13 inh – MMP13 (human) collagenase inhibition; 65,000 compounds, 0.07% hits; MMP-13 fTHP FRET cleavage, Mca fluorescence; inhibition, % at 4 µM;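 active means inhibition above the mean of compound-free control plate wells plus 3 SD, cut at about 14% in these data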;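 further: 0% = DMSO wells and 100% = wells with reference MMP-13 inhibitor after basal subtraction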
# DUSP1 inh – blocks human MKP-1 phosphatase activity. P28562. 65,000 compounds, 0.15% hits. AID 374. inhibition, %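 (compounds tested at a single concentration somewhere between 10 and 100 µM)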. recombinant MKP-1, OMFP hydrolysis fluorescence;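 active means inhibition above about 50%, limit read from the data; inconclusive means inhibition over screen mean plus 3 SD, below that limit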;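 further: 0% = DMSO max control wells and 100% = wells with enzyme stopped by NaOH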
# Hsp90 block – displaces geldanamycin probe from tumor Hsp90; P07900; NCI-N417 lysate Hsp90, Cy3B-geldanamycin FP displacement; inhibition, % at 30 µM; 64,000 compounds, 0.35% hits;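 active means inhibition above 50%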;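 further: 0% = tracer plus lysate wells and 100% = tracer alone without lysate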
# A340 absorber – compounds absorbing at 340 nm. compound absorbance at 340 nm, fold over control. fold change at 10 µM. 65,000 tested, under 10 active;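 active means at 10 µM dose, initial 340 nm absorbance at least 2 fold that of control wells; inactive means change under 2 fold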;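 further: initial absorbance extrapolated from kinetic A340 decline of NADH oxidation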
# AP ELISA ortho – orthogonal test for alternative complement pathway inhibitors | inhibition, % at 5 µM | AID 1235 | 62,000 compounds, 0.08% hits | Human serum alternative complement pathway, LPS-coated ELISA, C3 deposition; tested in compound mixtures;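 active means inhibition above 30% in each of the two pooled mixtures holding the compound, so the lower value exceeds 30%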;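 further: 0% = serum in Mg-EGTA without compound and 100% = EDTA serum blank; some compounds past the cut are filed as inactive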
#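 Test system: human serum alternative complement pathway, C3 deposition on LPS-coated wells; also added: Plate-bound LPS; doses: 5 µM per compound in ten-compound mixtures; schedule: 1 h at 37 °C; detection: Anti-C3 ELISA, OD 450 nm; evaluation: percent inhibition of C3 deposition onto LPS; repeats: two pool placements per compound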
# Cdc25B inh – human M-phase inducer phosphatase 2 inhibition; AID 368; recombinant Cdc25B, OMFP fluorescence Ex485/Em525; 65,000 compounds, 0.1% hits; inhibition, %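 (compounds tested at 10 µM final in the well)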; in the data active means inhibition above about 50%
# JNK3 blocker – inhibitors of human JNK3 kinase | inhibition, % at 8 µM | purified JNK3 kinase activity, HTS | AID 746 | 60,000 compounds, 0.61% hits | P53779; in the data active means inhibition above about 17%;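 further: 0% = DMSO and 100% = reference inhibitor; many of its hits are not listed in these tables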
# Target sequence (P53779 whole entry, looked up): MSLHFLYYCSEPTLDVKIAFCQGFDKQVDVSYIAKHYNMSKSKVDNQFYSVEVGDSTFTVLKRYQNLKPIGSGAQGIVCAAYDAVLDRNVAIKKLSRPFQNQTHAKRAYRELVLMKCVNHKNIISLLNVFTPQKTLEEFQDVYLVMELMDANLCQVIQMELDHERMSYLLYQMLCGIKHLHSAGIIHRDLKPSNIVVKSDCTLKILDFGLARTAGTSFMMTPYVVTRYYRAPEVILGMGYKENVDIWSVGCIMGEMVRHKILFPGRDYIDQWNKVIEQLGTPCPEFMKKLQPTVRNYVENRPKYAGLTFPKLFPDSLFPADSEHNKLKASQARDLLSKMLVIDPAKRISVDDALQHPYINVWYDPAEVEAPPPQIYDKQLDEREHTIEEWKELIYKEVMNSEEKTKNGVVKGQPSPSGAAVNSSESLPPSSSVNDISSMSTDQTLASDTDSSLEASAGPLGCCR
# Numbers without * were called inactive; ? = inconclusive; / = no result given; [ ] = another dose, or the depositor's remark. Unless noted, no stated cut-off is given here; in the data, active means inhibition above about 20% (passing the limit was not always enough); inactive means the rest.
compound	FXIIa mix inh	FXIa mix inh	MMP13 inh	DUSP1 inh	Hsp90 block	A340 absorber	AP ELISA ortho	Cdc25B inh	JNK3 blocker
O=C(Nc1nccs1)c1c(O)c2cccc3c2n(c1=O)CCC3	3	5	-19	14	-1	1.1	7	4	1
Cn1c(=O)oc2cc(S(=O)(=O)NC(Cc3ccccc3)C(=O)N3CCCCC3)ccc21 (stereo not given)	12	-1	-6	11	-3	1	17	4	3
Cc1ccc(C)c(N(CC(=O)NC2CCCC2)C(=O)CCCC(=O)Nc2ccccn2)c1	1	5	-2	7	1	0.98	14	8	6
CC(C)c1ccccc1NC(=O)CCCC(=O)O	2	1	4	2	1	1.1	6	-15	0
CCOC(=O)C(CC)Sc1nc(-c2ccc(OC)cc2)nc2c1c(=O)n(C)c(=O)n2C (stereo not given)	/	/	9	?	0	1.1	/	-3	5
COc1ccc(-n2nc(C(=O)N3CCN(Cc4ccc5c(c4)OCO5)CC3)c3ccccc3c2=O)cc1	1	0	-2	23	-1	1	5	-10	4
CCOc1ccc2[nH]c(=O)c(CN(Cc3ccco3)C(CC)c3nnnn3Cc3ccccc3)cc2c1 (stereo not given)	2	-1	-31	18	-6	1	-7	-3	4
O=C(Nc1ccccc1N1CCN(C(=O)c2ccc(Cl)cc2)CC1)c1cc2ccccc2o1	4	-3	-1	7	-8	1	-3	-2	8
CCC(=O)N(Cc1ccc(S(N)(=O)=O)cc1)C1CC(=O)N(c2ccc(OC)cc2)C1=O (stereo not given)	16	3	5	-21	5	1	-3	1	3
Cc1cccc(-c2nsc(SCC(=O)NCc3ccco3)n2)c1	4	-1	2	13	2	0.99	5	-5	5
COc1ccc(CSc2nnc(N)s2)cc1F	9	2	-7	-13	1	1	6	-3	-6
Cc1nn(Cc2ccccc2)c(N)c1-c1ccccc1	4	-33	-11	-3	-3	1	11	-9	3
C=CCn1c(O)c(C2=c3ccccc3=NC2=O)sc1=Nc1ccc(O)cc1	10	9	7	40	-1	1.1	14	0	-5
Cc1occc1-c1nnc(SCC(=O)Nc2ccc(F)cc2)n1Cc1ccccc1	0	6	1	-6	-1	0.99	-1	-1	8
COc1cccc(-c2nc(N3CCCCC3C)c3ccccc3n2)c1O (stereo not given)	/	/	5	10	2	1.1	/	-3	4

# Carrying on.
compound	FXIIa mix inh	FXIa mix inh	MMP13 inh	DUSP1 inh	Hsp90 block	A340 absorber	AP ELISA ortho	Cdc25B inh	JNK3 blocker
Cn1nnc(NC(=O)C(c2ccccc2)c2ccccc2)n1	-28	2	6	-11	-1	1	2	2	0
O=C(NCN1C(=O)C2C3C=CC(C3)C2C1=O)Nc1nccs1 (stereo not given)	5	5	-8	11	-3	0.99	14	0	-7
CCOC(=O)C1=C(C)NC(SCC(=O)Nc2nc(C)cs2)=C(C#N)C1c1cccs1 (stereo not given)	/	/	-10	-19	-5	1.1	/	-16	-2
O=C(c1csc2ccccc12)N1CCN(c2ccccn2)CC1	1	4	-3	13	0	0.99	17	-8	2
CCc1nnc(NC=C2C(=O)OC(C)(C)OC2=O)s1	6	27	-5	-12	2	1.1	16	-19	6
CC(C)(C)NC(=O)CSc1nnc(-c2ccco2)n1Cc1ccco1	20	3	-1	8	-2	0.97	-9	-8	1
O=C(c1cc2ccccc2oc1=O)N1CCN(CCc2ccccc2)CC1	7	12	0	4	/	1.1	21	-4	-8
Cc1ccc(C)c(N2CCN(C(=O)C3CCCN(S(=O)(=O)c4cnc[nH]4)C3)CC2)c1 (stereo not given)	-1	5	2	20	-1	0.98	13	-7	-4
CCOC(=O)N1CCC(NC(=O)CCC(=O)N2CCOc3ccccc32)CC1	9	10	5	7	3	1	4	12	-3
CC1(C)CC(NC(=O)c2coc(=O)c(Br)c2)CC(C)(C)N1	1	7	-69[fluorescence artefact?]	-36	-5	1.2	5	-6	0
Cc1occc1-c1nnc(SCC(=O)Nc2ccccc2)n1Cc1ccccc1	21	10	0	35	-3	1	-18	-11	2
Cc1ccc2[nH]c(=O)c(C(c3nnnn3C3CCCC3)N(Cc3cccnc3)Cc3ccco3)cc2c1 (stereo not given)	1	1	-7	5	0	1	-6	-1	-2
COc1cccc(CNC(=O)C2CCCN(S(=O)(=O)c3c(C)n[nH]c3C)C2)c1 (stereo not given)	-5	3	1	5	4	1	-1	10	0
CCOc1ccccc1-n1c(SCC(N)=O)nnc1-c1ccccc1	-9	0	-2	-6	1	0.96	-3	-18	-1
Nc1nnc(SCC(=O)N2CCN(c3ccccc3)CC2)n1-c1ccccc1	1	4	0	9	-6	0.97	2	44	-7

# Continued:
compound	FXIIa mix inh	FXIa mix inh	MMP13 inh	DUSP1 inh	Hsp90 block	A340 absorber	AP ELISA ortho	Cdc25B inh	JNK3 blocker
CN1CCN(c2ccc(NC(=O)COc3ccc(Cl)cc3Cl)cc2)CC1	-34	0	0	-8	-5	1	-1	8	-2
CCOC(=O)N1CCN(C(=O)c2ccc(Cl)c(S(=O)(=O)N3CCOCC3)c2)CC1	6	0	-2	-3	-1	0.98	-5	2	-7
COc1ccc(-c2nsc3c(N4CCN(C(=O)c5ccco5)CC4)ncnc23)cc1	3	0	-21	10	-2	1.1	-20	-9	14
COc1ccc(S(=O)(=O)Cc2ccc(C(=O)N3CCN(c4ccccc4F)CC3)o2)cc1	-15	5	3	4	-1	1	4	-6	-1
O=S1(=O)NC(=NCc2ccco2)c2ccccc21	9	-1	2	-2	0	1.1	16	-3	4
COc1cc(C2NC(=O)N(C)C3=C2C(=O)CCC3)cc(OC)c1OC (stereo not given)	12	0	-4	3	-4	1	16	-8	5
CCOC(=O)CCc1c(C)c(C#N)c2nc3ccccc3n2c1-n1ccnc1	/	/	3	0	-1	1	/	-11	5
CCCC(=O)Nc1ccccc1NC(=O)C1CCCCC1	-18	6	6	0	0	1	12	-3	-9
O=S(=O)(CCn1cccc1)CCn1cccc1	4	15	3	-3	0	0.91	19	0	/
COc1ccc(CCN(Cc2cccs2)S(=O)(=O)c2ccc(-n3cnnn3)cc2)cc1OC	5	6	-8	16	-1	0.99	13	-20	2
O=C1N2CN(C(c3ccccc3)c3ccccc3)CN=C2SC1(CO)CO	2	-2	0	2	-1	1	9	-9	-8
O=c1cc(CN2CCc3ccccc32)nc2sccn12	-3	10	0	32	-6	1.1	18	14	/
N#CCSc1nnc(CNc2cccc(Cl)c2)o1	0	3	-1	-5	-8	1	7	3	6
CCN1C(=O)CS/C1=N\c1nccs1	18	5	-10	2	-4	1.1	12	-3	6
COCCn1c(=O)[nH]c2cc(C(=O)NCCN3CCN(c4ccc(OC)cc4)CC3)ccc2c1=O	3	8	-2	/	/	1	14	/	/

# New compounds follow:
compound	FXIIa mix inh	FXIa mix inh	MMP13 inh	DUSP1 inh	Hsp90 block	A340 absorber	AP ELISA ortho	Cdc25B inh	JNK3 blocker
COCCn1nnnc1C(c1ccc2ncccc2c1)N1CCc2ccccc21 (stereo not given)	3	7	-2	18	-1	1	12	6	-13
CCCNS(=O)(=O)c1ccc(CCC(=O)N2CCCCC2)cc1	-1	5	0	-1	0	1	10	-10	/
CCn1c(SCC(=O)NCC2CCCO2)nc2cc(S(=O)(=O)N3CCCCC3)ccc21 (stereo not given)	5	14	2	32	1	1	8	-22	-5
CC(=O)c1sc(N2C(=O)c3oc4ccccc4c(=O)c3C2c2ccc(C)o2)nc1C (stereo not given)	0	7	-1	13	-2	1.1	19	-7	5
C=CCn1c(Br)nc2c1c(=O)[nH]c(=O)n2C	2	10	6	1	-1	0.98	6	-1	-1
Cc1nn(Cc2ccccc2)c(Cl)c1C(=O)OC1CCOC1=O (stereo not given)	1	-4	0	7	-4	0.99	16	-7	3
N#Cc1nc(N2CCCC2)nc(N2CCCC2)n1	9	5	-1	-33	3	1.1	22	-10	-2
Cc1cc(C)n(-c2ccc3cccc(NS(C)(=O)=O)c3n2)n1	0	2	4	-1	2	0.99	8	-8	0
O=C(CCNS(=O)(=O)c1cccc2nonc12)NCc1cccs1	2	7	1	9	/	1.1	-2	-19	/
Cc1cccc(Cc2c(C)nc3c(C(=O)NCc4ccco4)cnn3c2C)c1	9	-1	-50	19	-3	1	17	-20	-6
Fc1ccc(-c2nnc(-c3ccc(Cl)cc3)o2)cc1	10	5	-8	5	0	1	14	-6	4
C=CCSc1nnc(-c2c[nH]c3ccccc23)n1CC	3	6	1	-5	-3	1.1	17	0	1
O=C(Nc1c(F)cc(F)cc1Br)c1cccnc1	2	2	1	5	-3	1	6	-4	6
CN1CCN(C(=O)NC2CCCN2S(=O)(=O)c2ccc(Cl)cc2)CC1 (stereo not given)	3	7	-3	-9	0	1	-5	-2	-1
O=c1c2ccccc2nc2sc3ccccc3n12	/	/	-15	9	-10	1.1	/	-9	8

# (listing goes on)
compound	FXIIa mix inh	FXIa mix inh	MMP13 inh	DUSP1 inh	Hsp90 block	A340 absorber	AP ELISA ortho	Cdc25B inh	JNK3 blocker
COc1ccc(O)c(-c2[nH]ncc2C(=O)c2ccccc2C)c1	0	3	-1	7	/	1	4	-16	/
CC(CN(C)Cc1ccccc1)OC(=O)c1cccs1 (stereo not given)	-12	27	-2	-1	-1	1	0	-4	8
Cc1ccccc1C(=O)/C=C1\NC(=O)CS1	-4	-18	-2	-6	-2	1.3	-3	-12	-6
N#CCCn1ncc2ccccc21	5	-1	0	-12	0	0.96	-6	-3	2
Cc1ccc(C)c(N2CCN(C(=O)CN(C)S(=O)(=O)c3ccc4c(c3)CCC(=O)N4)CC2)c1	-5	7	-4	23	-2	1	11	-14	3
Cc1c(C(=O)NC2CC2)oc2ccc(S(=O)(=O)N3CCCCCC3)cc12	8	-5	3	4	-1	1	-5	-20	/
O=C1c2cccnc2C(=O)N1Cc1ccccc1	12	0	3	1	-4	1.1	6	-13	-10
C/C(NCCN1CCOCC1)=C(\C#N)C(N)=O	4	0	/	1	/	1	2	-7	/
COc1cc2nc(C3CC3)n(NC(=O)c3ccc(Cl)cc3)c(=O)c2cc1OC	-12	7	-7	36	0	0.99	26	6	1
Cc1nn(C2CCCCC2)c(N)c1-c1ccccc1	17	3	-2	7	1	1	8	-17	-3
O=C(Cn1nnc(-c2ccccc2-n2cnnn2)n1)c1ccccc1	12	-4	-4	5	-1	0.98	-2	-2	-4
O=C(Nc1ccc(F)cc1)NC1CCN(Cc2nnnn2Cc2ccco2)CC1	9	5	0	2	-5	1	0	-13	-3
O=C(CSCc1cccc(F)c1)N1CCN(c2ccccc2)CC1	4	6	-1	6	-1	1	11	-1	/
CCN1C(=O)C2(C(C(=O)c3ccc(C)o3)=C(O)C(=O)N2CCCN2CCOCC2)c2ccccc21 (stereo not given)	-17	4	3	13	-19	1.1	4	-5	6
COc1cc(OC)cc(C(=O)N2CCN(c3ncccn3)CC2)c1	0	9	2	2	-3	1	7	0	-2

# Further entries
compound	FXIIa mix inh	FXIa mix inh	MMP13 inh	DUSP1 inh	Hsp90 block	A340 absorber	AP ELISA ortho	Cdc25B inh	JNK3 blocker
CCCC(=O)NC(c1ccco1)c1cc(Cl)c2cccnc2c1O (stereo not given)	/	/	1	2	5	1.1	/	-8	2
Cc1ccc(-c2noc(CN(C(=O)CCCN3C(=O)c4ccccc4C3=O)C(C)C)n2)cc1	/	/	-2	17	-3	1	/	-9	-7
CCCCc1nc2n[nH]c(N)c2c2c1CCC2	-8	6	6	-1	-1	1	0	2	-5
CC(=O)C1C(c2ccc(OC(F)F)cc2)NC(=O)NC1(O)C(F)(F)F (stereo not given)	10	0	0	6	-1	1	25	5	-6
O=C(c1cc(-c2ccc(F)cc2)on1)N1CCCC1	2	-3	1	2	0	1	9	3	-4

# Screens from PubChem BioAssay.
